Source: PubChem BioAssay (several laboratories)
M18AAP inhibitor: PfM18AAP inhibitors, malaria aminopeptidase, primary screen, biochemical, QFRET, recombinant enzyme. H-Glu-NHMec fluorogenic cleavage. inhibition, % at 7.35 µM. 290,000 compounds, 1.2% hits. AID 1822, 2009;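 active = inhibition above the campaign mean inhibition over all tested compounds plus 3 SD, cut at about 28% in these data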;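 note: 0% = plate median of test compound wells and 100% = 2 mM ZnCl2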
FID counter: compounds displacing fluorescent DNA intercalator, primary screen, artefact control for HCV NS3 helicase inhibitor project, biochemical, FID fluorescence; DNA fluorescent intercalator displacement; inhibition, % at 7.9 µM; 290,000 compounds, 0.17% hits; in the data active = inhibition above about 37%;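 note: 0% = vehicle and 100% = reference compound; higher means more ethidium bromide displaced from hairpin DNA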
SUMO HTRF inh: inhibitors of in vitro SUMOylation cascade, primary screen, biochemical, HTRF, uHTS; 290,000 compounds, 0.36% hits; inhibition, % at 35 µM; HTRF SUMOylation assay, SAE1/SAE2 + UBC9; in the data active = inhibition above about 50%, passing the limit was not always enough; note: strong numbers were not always called active
Target sequence (P63279 whole entry, looked up): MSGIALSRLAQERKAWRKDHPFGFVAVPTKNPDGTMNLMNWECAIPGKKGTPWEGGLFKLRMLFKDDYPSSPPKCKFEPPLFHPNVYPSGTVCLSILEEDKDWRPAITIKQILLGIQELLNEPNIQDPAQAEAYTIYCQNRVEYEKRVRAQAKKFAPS
NS3 helicase inh: inhibitors of HCV NS3 helicase, primary screen, biochemical, Cy5 molecular beacon fluorescence; NS3 helicase DNA unwinding; Hepatitis C virus NS3 helicase; AID 1800, 2009; 290,000 compounds, 0.56% hits; inhibition, % at 10.9 µM;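 active = inhibition above the mean of all tested compounds plus 3 SD, set per campaign, cut at about 35% in these data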;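 note: 0% = DMSO wells and 100% = thioflavine S control wells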
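Assay system: hepatitis C virus NS3 helicase domain fragment enzyme. Also added: annealed dual-labelled DNA beacon duplex, ATP-started. Timing: 1 h reaction at 25 °C, ATP-initiated. Technique: Cy5 fluorescence at 0 and 60 min, beacon hairpin quenching. Evaluation: % inhibition of unwinding. Replication: one well per compound.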
NALP1 inh: NALP1 inflammasome inhibitors in reconstituted yeast, colorimetric, S. cerevisiae, triplicate retest | S. cerevisiae NALP1/ASC/caspase-1 growth, X-gal OD620, 72 h | inhibition, % at 10 µM | 280,000 compounds, 0.61% hits | AID 2071, 2009; in the data active = inhibition mostly above about 24%, no sharp cut-off; inactive = mostly below about 32%; note: some compounds called inactive have numbers as strong as hits
IMP-1 inhibitor: IMP-1 metallo-beta-lactamase inhibitors, primary screen, biochemical, epi-absorbance readout, Pseudomonas aeruginosa enzyme. metallo-beta-lactamase IMP-1 (Pseudomonas aeruginosa). purified IMP-1, nitrocefin hydrolysis, epi-absorbance fluorescence. inhibition, % at 5.6 µM. 290,000 compounds, 0.45% hits;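 active = inhibition above the mean plus 3 SD of all compounds in the same screening run, cut at about 4.5% in these data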;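 note: 0% = IMP-1 with DMSO and 100% = DMSO wells lacking enzyme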
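System – purified recombinant IMP-1 beta-lactamase · Input – IMP-1 dispensed at 0.2 nM · Timing – 15 min preincubation plus 25 min reaction at 25 °C · Signal – Epi-absorbance fluorescence, 480 nm excitation, 530 nm emission · Measure – percent IMP-1 inhibition derived from blank-referenced optical density · Controls – Enzyme-plus-DMSO low control, enzyme-free DMSO high control · Replication – singlicate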
VIM-2 inhibitor: VIM-2 metallo-beta-lactamase inhibitors, primary screen, biochemical, epi-absorbance readout, Pseudomonas aeruginosa enzyme; AID 1527, 2009; purified VIM-2, nitrocefin hydrolysis, epi-absorbance fluorescence; inhibition, % at 5.6 µM; 290,000 compounds, 0.89% hits;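 active = inhibition above the mean of all tested compounds plus 3 SD, cutoff set per screening run, cut at about 7.5% in these data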;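 note: red hydrolysis product quenches plate fluorescence so inhibitors raise well fluorescence; 0% = enzyme with DMSO and 100% = DMSO without enzyme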
MEKK2 WT-MEK5: modulators of MEK5 binding to wildtype MEKK2, primary screen, biochemical, multiplex bead flow cytometry, Alexa488-MEK5. Mitogen-activated protein kinase kinase kinase 2 (Homo sapiens), Q9Y2U5. Alexa488-MEK5 binding to MEKK2 WT; actives lie on both sides. binding response (% of control), % at 10 µM. 290,000 compounds, 1.1% hits; in the data active = binding response below about 67% or above about 130%
MEKK2mut PB1 HTS: MEK5 binding signal on mutant MEKK2 PB1, primary screen, biochemical, multiplex bead flow cytometry, Alexa488-MEK5; Alexa488-MEK5 binding to MEKK2 mutant; percent response, % at 10 µM; 290,000 compounds, 0.35% hits; in the data active = percent response above about 24%, passing the limit was not always enough; note: inactives centre near 1; some results filed as inactive read as strong as hits
Starred values were filed as active, the others as inactive; i = inactive; x = not tested or not shown.

Preview, two compounds:
Under each structure – M18AAP inhibitor | FID counter | SUMO HTRF inh | NS3 helicase inh | NALP1 inh | IMP-1 inhibitor | VIM-2 inhibitor | MEKK2 WT-MEK5 | MEKK2mut PB1 HTS
Cc1cc(C)cc(NS(=O)(=O)Cc2ccccc2)c1
  2 | -18 | 8 | 21 | -2 | -2.8 | 0.2 | 102 | 3
COc1ccc(NC(=O)CCCNC(=O)Cn2cnc3sc4c(c3c2=O)CCCC4)cc1OC
  -9 | -39 | -3 | 12 | 0 | -1.9 | 0.4 | 110 | 8

Results, from the start:
Under each structure – M18AAP inhibitor | FID counter | SUMO HTRF inh | NS3 helicase inh | NALP1 inh | IMP-1 inhibitor | VIM-2 inhibitor | MEKK2 WT-MEK5 | MEKK2mut PB1 HTS
Cc1cc(C)cc(NS(=O)(=O)Cc2ccccc2)c1
  2 | -18 | 8 | 21 | -2 | -2.8 | 0.2 | 102 | 3
COc1ccc(NC(=O)CCCNC(=O)Cn2cnc3sc4c(c3c2=O)CCCC4)cc1OC
  -9 | -39 | -3 | 12 | 0 | -1.9 | 0.4 | 110 | 8
CCOC(=O)C1CCN(C(=O)COc2ccc3c(c2)OCO3)CC1
  7 | -13 | -6 | -4 | 14 | -3.0 | -2.8 | 97 | -2
Cn1c(SCc2nnc(-c3ccccc3Br)o2)nc2sc3c(c2c1=O)CCC3
  0 | -13 | -30 | 2 | 24 | -2.5 | 1.3 | 88 | -7
CCC1CCCCN1CCCNC(=O)c1ccc2nc(N3CCCCC3)sc2c1 (stereo not drawn)
  -10 | 12 | 16 | -24 | 25 | -0.5 | 3.8 | 107 | 0
COc1ccc2nc(C)cc(Nc3ccc(C)cc3)c2c1
  -7 | 4 | 8 | 0 | 15 | 1.5 | 3.7 | 111 | 0
COc1ccc(CN=Cc2c(C(=O)O)[nH]c3ccccc23)cc1
  -12 | 2 | 13 | 2 | 8 | -0.3 | 3.4 | 80 | -13
O=c1cc(-c2ccccc2)[nH]n1-c1ccc([N+](=O)[O-])cc1
  3 | -2 | 0 | 15 | -3 | -0.8 | -1.9 | 88 | -4
CCNC(=S)N1CCC(NC(=O)c2ccco2)CC1
  1 | 3 | 8 | -3 | 0 | -0.8 | 1.7 | 91 | -8
Cc1cccc(CCNC(=O)CCNC(=O)Cn2ccc3ccccc3c2=O)c1
  2 | -21 | -4 | 8 | 15 | -1.8 | -6.2 | 89 | -4
Cc1cccc(Cn2cccc2/C=C2/C(=N)N3C=CSC3=NC2=O)c1
  7 | -14 | 24 | 8 | 14 | -2.7 | -3.2 | 94 | -2
N=c1ccn(CC(=O)NC(N)=O)c2ccccc12
  0 | 2 | -23 | -3 | -16 | -2.7 | -1.6 | 103 | 5
COc1cccc(N2CC(O)=C(c3ccccc3)C2=N)c1
  -1 | 2 | 1 | 0 | -2 | -3.0 | -3.5 | x | x
CCOC(=O)N1CCN(C(=O)CS(=O)(=O)c2cn(Cc3ccc(F)cc3)c3ccccc23)CC1
  x | x | -9 | x | -12 | x | x | 89 | 4
CSc1nncc(/C(C)=N/O)n1
  2 | 3 | -5 | -16 | 7 | -0.6 | -0.5 | 98 | -2
O=C(Nc1ccc(S(=O)(=O)Nc2nccs2)cc1)c1ccc(S(=O)(=O)N2CCOCC2)cc1
  4 | -6 | 9 | 5 | 32 | -5.7 | -1.1 | 106 | 0
COC(=O)c1ccc(NC(=O)Cn2nc(C)c3ccccc3c2=O)cc1
  5 | -17 | 15 | 9 | 12 | -3.2 | -3.0 | 100 | 3
COC(=O)c1[nH]c2ccc(Cl)cc2c1NC(=O)C1CC1
  -6 | -3 | 8 | 3 | 5 | -3.5 | -1.5 | x | x
CC1=C(C(=O)OCCOC(C)C)C(c2cc3c(cc2Br)OCO3)CC(=O)N1 (stereo not drawn)
  0 | -25 | 11 | 9 | -5 | -3.4 | -4.3 | 118 | 4
C=CCn1c(CCc2ccc(OC(C)C)cc2)n[nH]c1=S
  7 | -28 | 5 | 0 | -8 | -4.5 | -1.0 | 92 | -13
CCCCNC(=O)Nc1ccc(Br)cn1
  -12 | -7 | -1 | 0 | 12 | -2.2 | -0.6 | 95 | 5
Cc1ccc(C)c(NC(=S)N=Nc2c(O)n(C)c3ccc(S(=O)(=O)N4CCOCC4)cc23)c1
  3 | -4 | 10 | -3 | 3 | -2.7 | -2.9 | 102 | 1
COCCN1C(=O)N(c2ccccc2)C(=O)C1CC(=O)Nc1cc(OC)cc(OC)c1 (stereo not drawn)
  1 | -6 | 5 | 3 | 8 | -2.6 | -1.8 | 109 | 10
COCCNC(=O)C(c1ccc(F)cc1)N(C(=O)CCC(=O)Nc1ccccn1)C1CCCCC1 (stereo not drawn)
  3 | -45 | -5 | -7 | 3 | -1.1 | -1.0 | 100 | 2
COc1ccccc1CNC(=O)CC12CC3CC(CC(Br)(C3)C1)C2
  -2 | -25 | 2 | 4 | 20 | -2.0 | 1.2 | 97 | -6
COCc1c(C(=O)N2CCN(c3ccc(C(F)(F)F)cn3)CC2)oc2ccccc12
  -19 | -31 | 11 | -4 | 13 | 1.5 | 1.0 | 98 | -1
Cc1ccc(NC(=O)Cn2cnc3sc(C(=O)NCc4ccco4)c(C)c3c2=O)cc1Cl
  8 | -8 | 7 | 6 | 11 | 0.5 | 1.9 | 101 | 1
O=C(CC1C(=O)OCN1C(=O)OCc1ccccc1)OCC(=O)c1ccccc1 (stereo not drawn)
  0 | -9 | 1 | 3 | -4 | -2.9 | -3.2 | 99 | -1
Cc1ccc2c(CN3CCCCC3CCO)cc(=O)oc2c1 (stereo not drawn)
  -2 | -9 | -1 | 11 | 10 | -2.9 | -1.2 | 99 | 0
Nc1c(C(=O)NCc2ccc3c(c2)OCO3)nnn1CC(=O)Nc1ccc(Br)cc1
  -1 | -7 | 17 | 4 | 20 | 0.6 | -3.9 | 96 | -4
COc1ccc(CC(=O)NCC(=O)N=Nc2c(O)[nH]c3ccccc23)cc1
  8 | 2 | 11 | -6 | 18 | -1.1 | -1.5 | 103 | 0
O=S(=O)(c1ccccc1)c1nc(-c2ccco2)oc1NCc1ccccc1
  -12 | -11 | 5 | -6 | 23 | -3.6 | -5.5 | 102 | 0
Cc1ccc(C(=O)Oc2coc(CSc3nnc(NC(=O)c4cccs4)s3)cc2=O)cc1
  4 | -14 | 27 | 18 | 3 | -0.4 | -1.4 | 88 | -1
COc1ccccc1/C=N/n1cnnc1
  -14 | 1 | 14 | -10 | 0 | -2.4 | 1.2 | x | x
CN(C)c1ccc(CNc2ccc3c(c2)ncn3C)cc1
  0 | 0 | 18 | -19 | 9 | -3.6 | -3.1 | 112 | 6
COc1ccc(OC)c(Nc2nc(NCc3ccco3)c3ccccc3n2)c1
  4 | 27 | 1 | -62 | 1 | -5.3 | 2.0 | 206* | 24*
Cc1ccc(Cn2nnc3c(=O)[nH]c(C(=O)NCc4ccco4)nc32)cc1
  1 | -14 | 5 | 1 | 34 | -2.9 | -5.5 | 102 | 7
O=S(=O)(c1ccccc1)N(Cc1nc(-c2ccccc2)no1)C1CCCCC1
  -9 | -12 | -11 | -9 | -6 | -1.6 | 1.0 | 93 | -5
CCOc1ccc(NC(=O)CSc2nc(N3CCOCC3)nc(N3CCOCC3)n2)cc1
  -5 | -44 | 7 | 3 | 13 | -0.9 | -0.5 | 96 | 1
COc1ccc(S(=O)(=O)N(Cc2cc3cc(C)ccc3[nH]c2=O)CC2CCCO2)cc1 (stereo not drawn)
  2 | -15 | 17 | -5 | 2 | -2.7 | -2.6 | 88 | -7
O=c1oc2ccccc2c2c1SC(C(F)(F)F)C2 (stereo not drawn)
  0 | 5 | 11 | 0 | -1 | -1.4 | 0.4 | 103 | 3
CN(CC(=O)NCCc1ccc(F)cc1)Cc1ccc(Br)cc1
  5 | -16 | 5 | -12 | 9 | -3.4 | -2.4 | 95 | -1
Cc1ccccc1Oc1cccc(C(=O)/C(C#N)=C/N(C)C)c1
  -11 | -33 | 6 | 18 | -14 | -2.7 | 1.9 | 101 | 2
CCOc1ccc(NC(=S)N2CCN(CCN3C(=O)c4cccc5cccc(c45)C3=O)CC2)cc1
  -3 | 11 | 10 | 8 | 9 | -0.8 | 6.9 | 89 | -3
CCN(CC)CCNc1ncnc2c1[nH]c1ccc(OC)cc12
  12 | 25 | x | 1 | x | 2.3 | 2.9 | 113 | 9
Cc1ccc(/C=C2\Oc3cc(OC(=O)N4CCOCC4)ccc3C2=O)cc1
  4 | -14 | -17 | 5 | 22 | 0.0 | -1.8 | 98 | -1
O=C(O)c1ccc(C(=O)O)c(C(=O)c2ccc(NC(=O)c3ccccc3)cc2)c1
  1 | -1 | 22 | -29 | 22 | -2.6 | -5.3 | 106 | 6
COc1ccc2oc(CS(=O)c3ccccc3)c(C(=O)O)c2c1 (stereo not drawn)
  -1 | -6 | 0 | -1 | 13 | -0.7 | 1.1 | 111 | 7
O=C(O)c1ccc2c(=O)n(-c3ccccc3)c(=S)[nH]c2c1
  13 | 0 | 27 | -1 | x | -2.8 | -2.6 | 92 | -6
Cc1ccc2nsnc2c1S(=O)(=O)N(Cc1ccco1)Cc1cc2ccc(C)c(C)c2[nH]c1=O
  5 | -4 | 12 | -1 | 4 | -1.2 | -1.7 | 93 | -6
CC(C)(C)C1=CC(=Nc2ccccc2N)C=C(C(C)(C)C)C1=O
  1 | 0 | 3 | 0 | 25 | -1.8 | -4.7 | 107 | -1
Cc1ccc(S(=O)(=O)C(C#N)c2nc3ccccc3nc2N2CCN(C)CC2)cc1 (stereo not drawn)
  4 | -10 | 38 | -2 | 6 | -3.9 | -2.3 | 93 | -2
CCCCSc1nnc(CCNC(=O)OC(C)(C)C)o1
  -1 | -21 | 21 | 8 | i | -3.4 | -1.8 | 92 | -17
COc1ccc(C2CC(c3ccccc3)=NN2S(=O)(=O)c2ccc(C)cc2)c(OC)c1 (stereo not drawn)
  11 | -3 | -8 | -6 | 9 | 0.4 | -0.7 | 91 | -3
Cc1ccc(S(=O)(=O)N(C)CC(=O)N2CCC(C(N)=O)CC2)cc1
  -1 | -5 | 4 | -2 | 3 | -1.7 | -0.5 | 100 | 5
CC(=O)CC(C)(C)Nc1nc2ccc([N+](=O)[O-])cc2o1
  2 | 2 | 4 | -3 | x | -2.7 | -2.4 | 100 | -1
